AMA1-RON2 inh – qHTS for Inhibitors of AMA1-RON; Towards Development of Antimalarial Drug Lead: Primary Screen | Potency, µM (titrated, usually from 58.2 µM), without a hit: at the top dose activity change, negative = inhibition, most hits filed as inhibitors | 360,000 compounds, 0.2% hits | AlphaScreen AMA1-biotinylated RON2 peptide binding;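 note: potency is the fitted concentration of half-maximal effect; 0% = vehicle wells and -100% = peptide control; nearly all actives have a fitted effect of over 45% in size; some results filed as inactive show a strong effect at the top dose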
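AMA1 (3D7) with his tag at 25 nM final met compounds first, then biotinylated RON2 peptide at 25 nM; detection used donor plus acceptor beads, 10 µg/mL apiece, read by AlphaScreen after 30 min at room temperature.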
Sm TGR block – qHTS Assay for the Inhibitors of Schistosoma Mansoni Peroxiredoxins. Schistosoma mansoni thioredoxin glutathione reductase (TGR), Q962Y6. 360,000 compounds, 3% hits. Potency, µM (doses to about 114 µM), inactives show at the highest dose activity change, negative = inhibition, hits mostly inhibitors. purified TGR, DTNB reduction, TNB absorbance 405 nm; note: potency is the fitted concentration of half-maximal effect; nearly all actives have a fitted effect of over 60% in size
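Kinetic colorimetric format: TGR-catalysed, NADPH-driven DTNB reduction monitored via TNB absorbance. Enzyme dispensed at 20 nM; compound exposure 15 min at room temperature before reaction start.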
HCMV inh – qHTS Assay for inhibitors of the human cytomegalovirus (HCMV). HFF cells, HCMV-luciferase reporter, 72 h; hits give low values. activity change, negative = inhibition, % at 57.5 µM. 410,000 compounds, 4.5% hits; in the data active = activity change below about -60%; inconclusive = no clear call, values can overlap the other calls; inactive = above about -39%
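Two-dose cell screen: HFF monolayers treated with compounds and infected with luciferase-expressing HCMV at 1 PFU/cell, 72 h at 37C, then lysed for luciferase measurement.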
AmpC inh detg – qHTS Inhibitors of AmpC Beta-Lactamase (assay with detergent) | AmpC hydrolysis of nitrocefin, absorbance 480 nm, 0.01% Triton | AID 485294, 2010 | 370,000 compounds, 0.041% hits | Potency, µM (titrated, usually from 114 µM), without a hit: at the highest dose activity change, negative = inhibition, hits mostly inhibitors;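 note: potency is the fitted concentration of half-maximal effect; 0% = no-compound wells and -100% = no-enzyme wells; nearly all actives have a fitted effect of over 25% in size; some results filed as inactive show a strong effect at the top dose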
Target sequence (P00811 whole entry, looked up): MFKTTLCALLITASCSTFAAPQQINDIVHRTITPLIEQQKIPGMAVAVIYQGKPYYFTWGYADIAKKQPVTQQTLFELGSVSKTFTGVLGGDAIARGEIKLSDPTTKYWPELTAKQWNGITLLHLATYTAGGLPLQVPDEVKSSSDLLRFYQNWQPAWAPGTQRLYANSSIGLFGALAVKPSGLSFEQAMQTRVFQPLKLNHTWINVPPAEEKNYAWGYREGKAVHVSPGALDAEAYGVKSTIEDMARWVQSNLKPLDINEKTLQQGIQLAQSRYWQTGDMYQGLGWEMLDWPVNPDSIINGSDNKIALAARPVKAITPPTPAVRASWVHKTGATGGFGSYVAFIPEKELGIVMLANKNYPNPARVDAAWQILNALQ
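AmpC (5.3 nM in the dispensed reagent) in 20 mM phosphate pH 7.0 with 0.01% (detergent screen) or 0.0001% Triton X-100 was preincubated with compounds for 15 min at room temperature. Nitrocefin was then added from an 800 uM solution, and hydrolysis was followed at 480 nm.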
FBPA Giardia inh – qHTS Assay for Inhibitors of Fructose-1,6-bisphosphate Aldolase from Giardia Lamblia; Potency, µM (highest dose often 59.6 µM), for inactives: at the top dose activity, negative = inhibition, usual class: inhibitors; 290,000 compounds, 0.71% hits; A8B2U2; purified Giardia FBPA; note: potency is the fitted concentration of half-maximal effect; nearly all actives have a fitted effect of over 55% in size
Target sequence (A8B2U2 whole entry, looked up): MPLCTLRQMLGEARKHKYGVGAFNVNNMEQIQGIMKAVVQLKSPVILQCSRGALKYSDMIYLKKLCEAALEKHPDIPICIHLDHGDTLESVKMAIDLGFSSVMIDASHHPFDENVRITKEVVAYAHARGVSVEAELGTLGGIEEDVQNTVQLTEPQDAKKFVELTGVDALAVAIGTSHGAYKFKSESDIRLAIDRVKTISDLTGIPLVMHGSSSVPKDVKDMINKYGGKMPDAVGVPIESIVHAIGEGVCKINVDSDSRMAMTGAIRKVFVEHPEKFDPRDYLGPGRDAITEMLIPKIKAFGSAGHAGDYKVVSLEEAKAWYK
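Giardia FBPA (40 nM reagent) was preincubated 10 min at RT with compound (up to 57.5 uM final), then substrate plus GAPDH/TPI/NAD/arsenate coupling system with diaphorase/resazurin was added; resorufin fluorescence (525/598 nm) was read after 20 min.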
HCV inhibitor – qHTS Assay for Inhibitors of Hepatitis C Virus (HCV) | 340,000 compounds, 3.4% hits | AID 651820, 2012 | Potency, µM (doses to about 41.8 µM), for the others: top-dose activity change, negative = inhibition, usual class: inhibitors | Huh7.5.1 HCVcc-Cre infection, luciferase reporter, 44 h; note: potency is the fitted concentration of half-maximal effect
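After 44 h co-culture of compound, cells and HCVcc-Cre (~0.5 moi), substrate is added for 15 min at room temperature and luciferase measured over 15 sec. Cells were seeded at 1,000/well and pre-cultured 4 h.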
Starred values were filed as active, the others as inactive; ? = inconclusive; · = no result given; & = joins results of further samples; [ ] = remark or other dose. Unless noted, calls come from the whole dose curve; as a rule, active = well fitted curve in the direction sought with a large enough effect; inconclusive = small, poorly fitted or top-dose-only effect, or another doubt; inactive = no such curve, though single readings can be large; an effect the other way counts as inactive or inconclusive. Unless noted, % is set by controls: 0 for no effect and ±100 for the full control effect. Rows were taken by chance; 9.3% or so of the library scored in one or more.

SMILES	AMA1-RON2 inh	Sm TGR block	HCMV inh	AmpC inh detg	FBPA Giardia inh	HCV inhibitor
Cc1nnc2n(C3CCCCC3)c(=O)c3c4c(sc3n12)CCC4	·	-25%	·	3%	-5%	·
COCc1nnc(NC(=O)CS(=O)(=O)Cc2ccccc2)s1	21%	-3%	4	-2%	23%	9%
CCCCC(=O)Nc1c2c(nn1-c1ccc([N+](=O)[O-])cc1)CS(=O)(=O)C2	11%	0%	·	-10%	-11%	3%
COc1ccc(CCNC(=O)COC(=O)c2cccs2)cc1	22%	-1%	-4	-16%	·	2%
CCCCCNC(=O)CCCCCn1c(=O)[nH]c2ccsc2c1=O	·	0%	-6	1%	·	·
C1=CC2CCC1ON2c1ccccc1 (configuration not stated)	-1%	-24%	-35	-11%	-13%	21%
CC1=C(C(=O)Nc2ccccc2)C(c2ccc(O)cc2)N2C(=O)CSC2=N1 (configuration not stated)	-9%	6%	19	-12%	-21%	-6%
CCc1ccc2ncc3c(-c4ccc(F)cc4)nn(CC(=O)NCc4ccccc4)c3c2c1	·	-2%	17	22%	·	·
COc1ccccc1Oc1ccccc1[N+](=O)[O-]	-12%	11%	12	-5%	-12%	3%
CS(=O)(=O)N1CCC(C(=O)NCc2ccc(Cl)cc2Cl)CC1	7%	-21%	-3	?	2%	2%
O=C(CN1CCOc2ccccc21)NCc1cccs1	3%	3%	16	-17%	7%	25%
Cc1nn(C(C)(C)C)c(OC(=O)c2ccc3c(c2)OCO3)c1Sc1ccccc1	-15%	2%	114	-6%	0%	-20%
O=C(O)C1CC=CCC1C(=O)Nc1cccc([N+](=O)[O-])c1 (configuration not stated)	10%	3%	32	5%	6%	9%
Cc1cccc(C)c1OCc1cc(C(=O)N(Cc2c(C)nn(C)c2C)C2CC2)no1	-15%	-4%	0	-8%	-4%	10µM*
Cc1ccc(S(=O)(=O)Cc2ccc(C(=O)NC3CCCCCC3)o2)cc1	2%	-8%	12	-2%	·	?
CC(C)C[C@H](NC(=O)OC(C)(C)C)C(=O)N/N=C/C1=Cc2ccccc2OC1C (some centres not stated)	76%[activator]	-11%	-35	-3%	-13%	?
CC(C)CNC(=O)Nc1cc(C(=O)NCc2ccc(C(C)C)cc2)ccc1N1CCCC1	·	1%	19	10%	·	·
CCOc1ccc(NC(=O)c2ccc(CNc3c(NC4CCCCC4)c(=O)c3=O)cc2)cc1	1%	1%	18	?	2%	4%
O=S(=O)(Nc1ccon1)c1cc(Cl)ccc1Cl	1%	0%	11	-5%	·	10%
CC(=O)c1cccc(NC(=O)CN2C(=O)CC(c3ccc(C)cc3C)=Nc3ccccc32)c1	·	4%	30	-7%	·	·
O=C(Nc1ccc2c(c1)CCC2)c1ccc(F)c(S(=O)(=O)N2CCOCC2)c1	-11%	-18%	?	-12%	0%	16µM*
CN(C)S(=O)(=O)c1ccc(C(=O)Nc2nnc(Cc3ccccc3)s2)cc1	-8%	-10%	0	-3%	3%	11%
O=C(O)C1CCCCC1C(=O)Nc1cc(Cl)ccc1Cl (configuration not stated)	-16%	-21%	87	1%	3%	19%
O=C(NCCSc1ncc(-c2ccc(F)cc2)[nH]1)c1ccc2c(c1)OCO2	-22%	-4%	18	-2%	·	13%
CC(OC(=O)C(NC(=O)c1ccco1)C(C)C)C(=O)Nc1ncc(Cl)cc1Cl (configuration not stated)	2%	-28%	-3	-16%	6%	-2%
Continuation:
SMILES	AMA1-RON2 inh	Sm TGR block	HCMV inh	AmpC inh detg	FBPA Giardia inh	HCV inhibitor
CCCn1cnc2c(cnn2-c2ccc(F)cc2)c1=O	6%	-1%	7	-1%	4%	?
Cc1cccc(C)c1-n1ncc(C(=O)Nc2ccc3c(c2)OCCO3)c1C1CCN(C(=O)OC(C)(C)C)CC1	·	-1%	-30	-3%	·	·
Cc1ccc(S(=O)(=O)N/N=C/c2cccc3nccnc23)cc1	1%	-10%	-5	4%	-9%	0%
O=C(COC(=O)Cc1ccc(Cl)cc1)Nc1ccc2[nH]c(=O)[nH]c2c1	13%	0%	-37	1%	·	-14%
CC(C)(C)c1ccc(C(=O)/C(C#N)=C/c2cccs2)cc1	-18%	5%	53	2%	0%	-2%
Cn1c(=O)c2c(ncn2CC(=O)N2CCN(C(=O)c3ccco3)CC2)n(C)c1=O	4%	9%	11	-12%	0%	15%
Cc1noc(C)c1C(=O)OCC(=O)NC(c1ccccc1)c1ccccc1	-7%	-22%	-6	?	-1%	12%
Cc1ccc(S(=O)(=O)n2c(N)nc3ccccc32)cc1	0%	4%	33	-13%	0%	?
CC(=O)Nc1ccc(NCC(=O)c2ccccc2)cc1	9%	0%	15	?	-24%	16%
CCN(CC)C(=O)C1CCCN(C(=O)Nc2ccc3nsnc3c2)C1 (configuration not stated)	8%	4%	0	2%	?	32µM*
COc1cccc(NC(=O)c2ccc(NC(=O)C(C)(C)C)cc2)c1	-9%	-6%	-17	-2%	-4%	?
COc1ccc(-c2ncccc2OC(=O)C23CC4CC(CC(C4)C2)C3)cc1OC	0%	-13%	?	-12%	-22%	1%
CO/N=C/C(C(C)=O)C(=O)Nc1ccc(Cl)cc1Cl (configuration not stated)	-20%	4%	-10	-3%	-17%	?
CC1=CC(=C(C#N)C#N)C=C(C)N1CCC(C)C	7%	12%	2	5%	3%	4%
Cc1ccc(CNC(=O)CN2C(=O)COc3ccc(S(=O)(=O)Nc4ccccc4)cc32)cc1	·	0%	27	4%	·	·
CCOc1cc(S(=O)(=O)NCc2ccncc2)c(C)cc1C	12%	-8%	32	1%	1%	-9%
O=C(Nc1ccnn1C1CCN(C(=O)CCc2ccc(F)cc2)CC1)C1CCOC1 (configuration not stated)	7%	9%	80	1%	5%	20%
CC(=O)Nc1ccc(S(=O)(=O)NCCC(=O)OCC(=O)c2ccccc2)cc1	-4%	-8%	-22	-3%	·	1%
CSc1nsc(SC)c1C(=O)O	-2%	6%	-4	10%	-26%	-6%
CC(=O)NC(=S)Nc1ccc(S(=O)(=O)Nc2ncccn2)cc1	-6%	-4%	-4	6%	-3%	7%
COc1ccc(S(=O)(=O)/N=C2\C=C(NS(=O)(=O)c3ccccc3)C(=O)c3ccccc32)cc1	?	35µM*	-22	-1%	?	?
COc1ccc(NC(=O)c2cc(-c3ccc(C)o3)nc3ccccc23)cc1OC	-18%	?	79	2%	-25%	?
O=C1C(O)=CC(=C(c2ccccc2)c2ccccc2)c2ccccc21	10µM*	·	?	·	·	?
COc1ccccc1NS(=O)(=O)c1ccc2oc(SC)nc2c1	-12%	2%	2	-1%	·	?
COc1ccccc1OC(=O)c1ccc(S(=O)(=O)N(C)C)cc1	-12%	5%	-11	5%	0%	12%

Copied from the list.
CCOc1ccc(NC(=O)c2ccc(CNc3c(NC4CCCCC4)c(=O)c3=O)cc2)cc1 in Sm TGR block is listed with 1%
Cn1c(=O)c2c(ncn2CC(=O)N2CCN(C(=O)c3ccco3)CC2)n(C)c1=O in HCMV inh is listed with 11
CCCCCNC(=O)CCCCCn1c(=O)[nH]c2ccsc2c1=O in AmpC inh detg is listed with 1%
Cc1nn(C(C)(C)C)c(OC(=O)c2ccc3c(c2)OCO3)c1Sc1ccccc1 in Sm TGR block is listed with 2%
COc1cccc(NC(=O)c2ccc(NC(=O)C(C)(C)C)cc2)c1 in AmpC inh detg is listed with -2%
C1=CC2CCC1ON2c1ccccc1 (configuration not stated) in AMA1-RON2 inh is listed with -1%

Other compounds follow:
SMILES	AMA1-RON2 inh	Sm TGR block	HCMV inh	AmpC inh detg	FBPA Giardia inh	HCV inhibitor
Cc1cc(OCC(=O)N2CCC(O)CC2)c2c(C)cc(=O)oc2c1	11%	-1%	·	-11%	·	?
Cc1c(Cl)cccc1N=c1c([N+](=O)[O-])nn(-c2ccccc2)n1O	-11%	-11%	87	4%	8%	?
COc1ccccc1N(CC(=O)NCc1ccccc1)S(C)(=O)=O	6%	4%	-4	-2%	3%	?
O=C(c1ccc(F)cc1F)N1CCN(c2ccccn2)CC1	-3%	3%	-26	-9%	7%	2%
CC1CCCN(C(=O)CSCC(=O)N=c2sc3ccccc3n2C)C1 (configuration not stated)	4%	-8%	-35	-2%	-1%	3%
CC(=O)N(C1=C(O)c2ccccc2C(=O)C1=O)C1CCCCC1	-6%	-5%	-16	1%	-12%	-12%
COc1ccccc1N(C(=O)c1ccco1)C(C(=O)NC1CCCC1)c1cccnc1 (configuration not stated)	5%	-13%	22	-2%	3%	8%&7%
CSCC[C@H](N)C(=O)N1CCC(C(=O)N[C@@H](C)C(=O)NCc2ccc(F)cc2)CC1	8%	0%	-4	-13%	?	-16%
CCN(CC)C(=O)C1=C(C)Nc2ncnn2C1c1cccnc1 (configuration not stated)	-9%	·	0	-5%	0%	8%
CCOc1ccc(OCC)c(NC(=O)Cn2cccc2)c1	-6%	3%	-33	-10%	-7%	-5%
COc1cc(Cl)ccc1Nc1ncc(C(=O)N2CCN(c3ccccc3OC)CC2)c2ccccc12	·	8%	10	5%	·	·
CC(=O)N1CCN(c2nnc(-c3ccccc3)c3ccccc23)CC1	-5%	4%	?	-13%	11%	1%
Cc1ccc(C(=O)NCc2ccccn2)c(Cl)c1	51%[activator]	0%	61	-11%	4%	14%
CCCC(=O)c1ccc(N2CCN(S(=O)(=O)c3ccc(C)cc3)CC2)c(F)c1	-4%	-15%	-26	-13%	0%	16%
O=C(Nc1ccncc1)Nc1ccc(Cl)cc1Cl	5%	4%	-26	?	9%	?
COC(=O)Cc1c(O)ccn(CCc2ccc(OC)c(OC)c2)c1=O	9%	·	16	3%	13%	7%
CCCC(C)C1(CC)C(=O)NC(=Nc2ccccc2OC)NC1=O (configuration not stated)	-1%	-2%	4	1%	0%	-2%
CN(C)c1ccc(/C=N/NC(=O)c2ccccc2)cc1	11%	·	25	5%	-6%	-15%
Cc1nc(NC(=O)COC(=O)CCC(=O)c2cccs2)c(Cl)cc1Cl	6%	-19%	51	-3%	0%	1%
CCN1CCOC(c2ccccc2)C1 (configuration not stated)	-3%	·	-13	·	·	20%
CCc1nc2ccccc2c(C(=O)OCC(=O)NCc2ccco2)c1C	-3%	35µM*	-9	6%	0%	?
CC(C)c1ccc(NC(=S)NNC(=O)c2cccnc2)cc1	104%[activator]	·	?	-14%	15%	-3%
O=C(CN1C(=O)COc2ccc(S(=O)(=O)N3CCCCCC3)cc21)N1CCN(c2ccc(F)cc2)CC1	·	-1%	5	-1%	·	·
CCc1ccc2[nH]c(=O)c(CN(CCN3CCCC3)C(=O)NC3CCCCC3)cc2c1	-6%	2%	-38	0%	-15%	-7%
O=C(c1ccccc1)N1c2nc(-c3ccco3)nn2C2(CCCCC2)[C@@H]2CCCC[C@@H]21	·	?	24	3%	·	·

Sorted by count of non-hydrogen atoms (ascending): part of the list above
SMILES	AMA1-RON2 inh	Sm TGR block	HCMV inh	AmpC inh detg	FBPA Giardia inh	HCV inhibitor
CN(C)c1ccc(/C=N/NC(=O)c2ccccc2)cc1	11%	·	25	5%	-6%	-15%
CC(C)c1ccc(NC(=S)NNC(=O)c2cccnc2)cc1	104%[activator]	·	?	-14%	15%	-3%
O=C(CN1C(=O)COc2ccc(S(=O)(=O)N3CCCCCC3)cc21)N1CCN(c2ccc(F)cc2)CC1	·	-1%	5	-1%	·	·
